TDP43 rescue: rescues yeast growth from TDP-43 toxicity. TDP-43 expressing yeast growth rescue, BacTiter-Glo, 24 h. Potency, µM (highest dose often 46.1 µM), for the others: top-dose growth rescue (activation), most hits filed as activators. 410,000 tested, 1.8% active; note: % of control where 0% means no effect; nearly all actives have a fitted effect of over 50% in size
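Yeast cells expressing TDP-43 under galactose induction are exposed to compounds for 24 hr at 30 deg C. BacTiter-Glo luminescence measures growth, so protective compounds score as activators.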
EPAC2 agonist: EPAC2 (human) agonism; Q8WZA2; EPAC2 activation, biochemical qHTS; response scale: 100% = 6.5 mM cAMP response; Potency, µM (titrated, usually from 154 µM), for the others: at the highest dose activation, hits mostly activators; 360,000 tested, 0.079% active; AID 720711; note: nearly all actives have a fitted effect of over 50% in size
Target sequence (Q8WZA2 whole entry, looked up): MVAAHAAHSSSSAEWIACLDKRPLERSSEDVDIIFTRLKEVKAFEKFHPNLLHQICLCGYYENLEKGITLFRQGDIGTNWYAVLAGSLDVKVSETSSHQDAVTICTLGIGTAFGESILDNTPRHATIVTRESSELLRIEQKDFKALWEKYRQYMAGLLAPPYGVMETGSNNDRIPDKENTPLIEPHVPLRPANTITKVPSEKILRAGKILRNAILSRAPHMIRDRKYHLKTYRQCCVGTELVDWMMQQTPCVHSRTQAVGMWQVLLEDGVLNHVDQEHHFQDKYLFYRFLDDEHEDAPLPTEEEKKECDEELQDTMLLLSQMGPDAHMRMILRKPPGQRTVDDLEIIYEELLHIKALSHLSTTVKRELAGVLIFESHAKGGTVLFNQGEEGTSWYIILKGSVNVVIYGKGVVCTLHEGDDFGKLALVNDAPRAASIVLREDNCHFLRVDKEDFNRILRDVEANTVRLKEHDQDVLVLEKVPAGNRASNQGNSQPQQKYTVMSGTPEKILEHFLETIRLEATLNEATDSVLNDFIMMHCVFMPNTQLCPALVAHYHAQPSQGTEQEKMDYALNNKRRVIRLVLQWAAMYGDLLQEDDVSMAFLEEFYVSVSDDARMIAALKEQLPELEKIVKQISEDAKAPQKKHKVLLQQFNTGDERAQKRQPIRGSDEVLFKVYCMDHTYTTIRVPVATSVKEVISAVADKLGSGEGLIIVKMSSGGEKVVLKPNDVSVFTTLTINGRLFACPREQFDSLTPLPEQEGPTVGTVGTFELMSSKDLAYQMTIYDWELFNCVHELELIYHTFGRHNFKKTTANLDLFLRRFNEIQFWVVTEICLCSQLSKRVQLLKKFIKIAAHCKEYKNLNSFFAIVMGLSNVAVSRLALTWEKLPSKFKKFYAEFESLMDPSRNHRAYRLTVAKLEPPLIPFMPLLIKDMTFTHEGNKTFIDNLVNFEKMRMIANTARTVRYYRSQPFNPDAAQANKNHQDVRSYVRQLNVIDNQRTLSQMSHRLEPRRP
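Fluorescence exchange assay: 100 nM EPAC2 with 250 nM RAP1B-BODIPY-GDP and 50 uM GDP; compounds tested as a concentration-titration series (qHTS). Loss of Rap1-bound BODIPY-GDP fluorescence read at 480/540 nm; data normalized to 6.5 mM cAMP.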
EPAC1 ag: activates human EPAC1 exchange factor. EPAC1 agonist qHTS, biochemical assay; response scale: 100% = response to 6.5 mM cAMP. O95398. 360,000 tested, 0.073% active. AID 720707. Potency, µM (top dose mostly 154 µM), inactives show at the top dose activation, actives largely listed as activators; note: nearly all actives have a fitted effect of over 60% in size
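Multi-concentration qHTS readout: loss of Rap1B-bound BODIPY-GDP fluorescence driven by 100 nM EPAC1 with excess GDP (50 uM), monitored kinetically at room temperature; agonist response expressed relative to 6.5 mM cAMP.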
EPAC1 antag: EPAC1 (human) antagonism; O95398; EPAC1 GEF assay, Rap1b-BODIPY-GDP exchange fluorescence; Potency, µM (titrated, usually from 115 µM), without a hit: at the highest dose activity change, negative = inhibition, most hits filed as inhibitors; 360,000 tested, 0.14% active;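 note: plate controls were vehicle for no effect and positive control for full effect; nearly all actives have a fitted effect of over 50% in size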
FUS suppressor: FUS proteinopathy suppression in yeast; S. cerevisiae FUS-expressing, growth rescue, OD600, 24 h; Potency, µM (doses to about 76.6 µM), inactives show top-dose growth rescue (activation), hits mostly activators; 390,000 tested, 0.24% active; AID 1347120;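 note: plate controls were DMSO vehicle for no effect and reference control for full effect; nearly all actives have a fitted effect of over 55% in size; some results filed as inactive show a strong effect at the top dose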
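Absorbance at 600 nm, taken 24hr after compound addition, measured rescue of FUS-yeast growth at 30C. Induction used 2% galactose with seeding at OD 0.005. Controls: CP55940 from 92uM final, DMSO only.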
EPAC2 antagonist: antagonists of human EPAC2; Q8WZA2; EPAC2 GEF exchange of Rap1B-BODIPY-GDP, fluorescence; Potency, µM (titrated, usually from 114 µM), without a hit: at the highest dose activity, negative = inhibition, hits mostly inhibitors; 360,000 tested, 0.18% active; AID 720708; note: % is set by controls: 0 for no effect and ±100 for the full control effect; nearly all actives have a fitted effect of over 45% in size; many of its hits are not listed in these tables
PTHR1 ag: PTHR1 (human) receptor agonism; Q03431; 410,000 tested, 0.075% active; HEK293 GP2 PTHR1 cells, GloSensor cAMP luminescence, 1 h; Potency, µM (titrated, usually from 115 µM), for the others: at the top dose activation, actives largely listed as activators; note: nearly all actives have a fitted effect of over 55% in size; some results filed as inactive show a strong effect at the top dose; inactives centre near -15; many of its hits are not listed in these tables
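HEK-293-derived GP2 cells expressing PTHR1 and a GloSensor cAMP reporter, 3,000/well, plated overnight, given luciferin plus IBMX (each 0.5 mM as added) for 1 h at 37 °C, then compound for 1 h at 37 °C. Luminescence was read after 15 min at room temperature.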
aSyn rescue: alpha-synuclein toxicity inhibition in yeast; AID 652106; Potency, µM (titrated, usually from 46.1 µM), for inactives: at the highest dose growth rescue (activation), most hits filed as activators; 370,000 tested, 0.14% active; Yeast expressing alpha-synuclein, growth rescue, BacTiter-Glo, 24 h; note: % of control where 0% means no effect; nearly all actives have a fitted effect of over 65% in size
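Readout is rescue of growth in alpha-synuclein-expressing yeast, so inhibitors of toxicity appear as activators. Growth after 24 hr at 30 deg C in galactose medium is quantified by luminescence.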
Starred values were filed as active, the others as inactive; i = inactive; ? = inconclusive; / = not tested or not shown; & = joins results of further samples; [ ] = another dose, or the depositor's remark. Calls come from the whole dose curve; as a rule, active = well fitted curve in the direction sought with a large enough effect; inconclusive = small, poorly fitted or top-dose-only effect, or another doubt; inactive = no such curve, though single readings can be large; an effect the other way counts as inactive or inconclusive. Potency is the fitted concentration of half-maximal effect. Only part of the results is shown; rates above refer to the full screens.

SMILES	TDP43 rescue	EPAC2 agonist	EPAC1 ag	EPAC1 antag	FUS suppressor	EPAC2 antagonist	PTHR1 ag	aSyn rescue
NC(COCc1ccccc1)c1csc(NC(=O)Nc2cccc(Cl)c2)n1 (centres undefined)	14%	3%	8%	0%	17%	6%	-2%	-41%[inhibitor]
CC1(c2ccc(OC(F)F)cc2)NC(=O)N(CC(=O)N2c3ccccc3NC(=O)C2(C)C)C1=O (centres undefined)	8%	8%	-8%	-15%	15%	-5%	-11%	-9%
CCOc1ccc(NC(=O)CSc2nnc(-c3ccncc3)n2CC2CCCO2)cc1 (centres undefined)	-5%	7%	2%	-2%	1%	6%	-27%	-1%
CCOc1ccc(CC(=O)Nc2ccc(NC(=O)c3ccco3)cc2)cc1OCC	20%	-8%	-21%	-8%	1%	4%	-2%	7%
O=[N+]([O-])c1cc(-c2nnc(C34CC5CC(CC(C5)C3)C4)o2)cc([N+](=O)[O-])c1	21%	-6%	-1%	-4%	/	2%	-18%	-7%
CCOC(=O)c1cc(C)sc1NC(=O)CN1CCN(C(=O)C2CCCO2)CC1 (centres undefined)	9%	4%	-13%	-3%	30%	-25%	i	15%
CCCC(=O)N1c2ccccc2C(=C2SC(C(=O)OC)=C(C(=O)OC)S2)C(=S)C1(C)C	?	-1%	-1%	-6%	-3%	-2%	i	-3%
COc1ccc(NC(=O)CCC(=O)N2CCOCC2)c([N+](=O)[O-])c1	2%	7%	5%	6%	-17%	-4%	i	0%
O=C(Nc1ccc2ccccc2c1)OC1CCS(=O)(=O)C1 (centres undefined)	?	2%[76.9 µM]	5%[76.9 µM]	-4%	-4%	3%	-73%[inhibitor]	/
COc1ccc(OCC(=O)N2CCN(C(=O)c3cccc4ccccc34)CC2)cc1	0%	1%	0%	-5%	-4%	1%	-12%	11%

In another format: results already given.
| SMILES | TDP43 rescue | EPAC2 agonist | EPAC1 ag | EPAC1 antag | FUS suppressor | EPAC2 antagonist | PTHR1 ag | aSyn rescue |
| --- | --- | --- | --- | --- | --- | --- | --- | --- |
| CCOc1ccc(CC(=O)Nc2ccc(NC(=O)c3ccco3)cc2)cc1OCC | 20% | -8% | -21% | -8% | 1% | 4% | -2% | 7% |
| O=[N+]([O-])c1cc(-c2nnc(C34CC5CC(CC(C5)C3)C4)o2)cc([N+](=O)[O-])c1 | 21% | -6% | -1% | -4% | / | 2% | -18% | -7% |

Additional results follow:
SMILES	TDP43 rescue	EPAC2 agonist	EPAC1 ag	EPAC1 antag	FUS suppressor	EPAC2 antagonist	PTHR1 ag	aSyn rescue
Cc1[nH]n(-c2ccccc2)c(=O)c1/C=N/O	14%	2%	1%	6%	-14%	3%	i	9%
COC(=O)/C=C/S(=O)(=O)c1ccc(NC(C)=O)cc1	-18%	7%	8%	9%	19%	-1%	-22%	/
Nc1nc(CN2CCN(c3ccccc3)CC2)nc(Nc2ccc(Cl)cc2)n1	11%	0%	6%	-20%	-2%	-18%	-5%	7%
CCOC(=O)c1sc(NC(=O)CSc2nnnn2-c2ccccc2)nc1C	-9%	-13%	-5%	6%	14%	11%	i	-6%
O=C(CCNS(=O)(=O)c1ccc2c(c1)CCCC(=O)N2)NCc1ccccc1Cl	6%	/	/	/	-7%	/	-7%	-2%
O=C(c1cccc(S(=O)(=O)N2CCOCC2)c1)N1CCN(S(=O)(=O)c2cccs2)CC1	-5%	0%	1%	1%	10%	0%	i	0%
Cc1[nH]c2ccc(C(=O)NC3CCCC3)cc2c1C	11%	7%	10%	16%	1%	-2%	0%	-3%
C=CCn1c(Br)nc2c1c(=O)[nH]c(=O)n2C	19%	-9%	-6%	-1%	-1%	5%	i	-1%
CS(=O)(=O)c1ccc(NS(=O)(=O)c2ccc(Cl)c(C(=O)NC3=NCCS3)c2)cc1	-11%	12%	3%	2%	/	2%	i	-6%
O=C(C(=O)N1CCCCC1)c1cn(CC(=O)N2CCCCCC2)c2ccccc12	-13%	8%	15%	-10%	13%	7%	-14%	0%

Continued; it opens with the 2 that closed the last part.
SMILES	TDP43 rescue	EPAC2 agonist	EPAC1 ag	EPAC1 antag	FUS suppressor	EPAC2 antagonist	PTHR1 ag	aSyn rescue
CS(=O)(=O)c1ccc(NS(=O)(=O)c2ccc(Cl)c(C(=O)NC3=NCCS3)c2)cc1	-11%	12%	3%	2%	/	2%	i	-6%
O=C(C(=O)N1CCCCC1)c1cn(CC(=O)N2CCCCCC2)c2ccccc12	-13%	8%	15%	-10%	13%	7%	-14%	0%
CCN(CC)c1ncnc2c1cnn2C	-8%	7%	3%	0%	1%	0%	-1%[57.5 µM]	2%
CS(=O)(=O)Nc1ccc(-c2nnc3n2CCCCC3)cc1	-16%	11%	8%	3%	-24%	12%	0%	-9%
CCN(CC(=O)NCCCn1ccnc1)S(=O)(=O)c1ccc(C)cc1	-24%	4%	-18%	-10%	8%	4%	9%	-4%
O=S(=O)(CCSc1nc2ccccc2o1)Cc1ccccc1	-12%	2%	-1%	-8%	8%	10%	-12%[57.5 µM]	4%
Cc1ccc(-c2ccc(CN3C(C(C)C)C(=O)N(Cc4cn(CCC5OCCO5)nn4)CCS3(=O)=O)cc2)cc1 (centres undefined)	32µM*	20%	1%	-5%	?	-12%	-69%[inhibitor]	20%
Cc1cc2oc(=O)c(CC(=O)O)c(C)c2c2occ(C(C)(C)C)c12	-15%	1%	7%	-7%	2%	?	-12%	4%
COC(=O)[C@]1(C)N[C@H](CN(C)S(=O)(=O)c2ccc(F)cc2)[C@@H]2C(=O)N(Cc3ccccc3)C(=O)[C@@H]21	13%	-3%	-17%	-1%	10%	3%	-28%	8%
O=C(Nc1nnc(S(=O)(=O)N2CCCCCC2)s1)c1ccccc1F	30%	7%	-6%	-21%	10%&-1%	-15%	-29%&-62%	-20%
C[C@@H]1CN([C@H](C)CO)S(=O)(=O)c2ccc(C#CC3CCCC3)cc2O[C@H]1CN(C)C(=O)Cc1ccccc1	?	-1%	-4%	-6%	?	-1%	-26%	-1%
CCc1ccccc1NC(=O)C1CCN(c2cnccn2)CC1	1%&15%	0%	-6%	-7%	1%&4%	9%	-12%	8%
Cc1cc2nn(-c3cccc4ccccc34)nc2cc1NC(=O)c1cccs1	0%	1%	7%	11%	16%	6%[57.1 µM]	0%[57.5 µM]	-7%
Cc1ccc(C(=O)COC(=O)CCC(=O)Nc2cc(Cl)ccc2Cl)cc1[N+](=O)[O-]	-18%	9%	13%	-11%	-14%	-1%	i	0%
Cc1cc(Br)cc(/C=N/NC(=O)c2ccc3c(c2)OCO3)c1O	0%	5%	5%	-19%	-3%	3%	-33%	1%
Cc1noc(C)c1C(=O)OCC(=O)Nc1ccccc1Oc1ccccc1	-7%	7%	5%	-4%	-3%	-2%	i	4%
S=C(Nc1ccccc1)N1CCCCCC1	-5%	2%	3%	-7%	2%	0%	-4%[57.5 µM]	0%
Cc1cccc(-c2ncc(CN3CCCC(CO)(Cc4ccccc4C)C3)cn2)c1 (centres undefined)	-2%	9%	5%	-6%	5%	-1%	-15%	6%
O=C(OCc1nc2ccccc2s1)C1CCN(C2=NS(=O)(=O)c3ccccc32)CC1	-7%	10%	14%	-14%	42%	1%	-18%[57.5 µM]	1%
CSCC[C@H](NC(=O)[C@@H]1Cc2ccccc2CN1)C(=O)Nc1ccc2c(c1)OCO2	-20%	11%	7%	2%	28%	1%	7%	-2%
CCOC(=O)CSc1nc(C)cc(C)c1C#N	-3%	?	3%	-19%	-5%	-5%[57.1 µM]	-6%[57.5 µM]	3%
CCOc1ncccc1C(=O)Nc1ccc(F)c(F)c1	?	2%	-6%	-1%	-7%	-5%	i	-6%
Cc1cc(CN(C)C(=O)c2ccc3nc(Cc4ccccc4F)oc3c2)n[nH]1	13%	-1%	-2%	8%	1%	15%	-18%	8%
CCN(CC)S(=O)(=O)c1ccc(C(C)NCC(=O)Nc2ccccc2C(=O)NC2CC2)cc1 (centres undefined)	13%	-3%	7%	0%	3%	-6%	i	-3%
O=C(Nc1ccccc1Cl)c1cccc(NC(=O)C2C3CC4OC(=O)C2C4C3)c1 (centres undefined)	0%	5%	15%	-13%	32%	-4%	-13%[57.5 µM]	-2%
Cn1c(CN2CCN(c3ccccc3NS(C)(=O)=O)CC2)nc2ccccc21	-19%	4%	-15%	5%	-9%	6%	0%	-9%
O=C(NCc1ccccc1)c1cc2ccccc2oc1=O	3%	0%	7%	6%	-13%	0%	-14%	3%
NC1=NC(=O)/C(=C/c2ccc(OCC(=O)O)cc2)S1	8%	-1%	3%	7%	9%	-11%	15%	1%
O=C(c1ccc2[nH]c(=O)c(=O)[nH]c2c1)N1CCN(c2ccccc2)CC1	0%	11%	5%	-9%	2%	4%	?	-1%
C#CCN(C(=O)Nc1ccccc1)c1ccccc1	0%	-5%	4%	-21%	/	2%	i	-6%
CC(=O)N(C)c1ccc(N=Nc2c(C)[nH]n(C(N)=S)c2=O)cc1	-3%	10%	0%	7%	15%	-3%	-25%	-7%
CC(C)c1nnc(NC(=O)CSc2ccccc2)s1	22%	12%	-2%	-5%	1%	9%	i	-10%
C=C1CSc2nc(=O)c3c4c(sc3n21)CCC4	9%	2%	-2%	5%	16%	15%	-3%	10%
O=C(N1CCCCC1)C1(c2ccccc2)CCCCC1	8%	-4%	-6%	4%	-3%	-28%	-21%	0%
COc1cc(CC(NC(C)=O)C(=O)NC2CCN(c3nc(C)cc(C)c3C#N)CC2)cc(OC)c1 (centres undefined)	-8%	11%	6%	-8%	55%	-4%	i	-1%
O=S(=O)(Nc1ncnc2sccc12)c1cccc(F)c1	21%	11%	11%	-3%	4%	9%	-12%	14%
CCOC(=O)C1CCN(C(=O)/C=C/c2ccc(OC)cc2)CC1	0%	-7%	-1%	4%	9%	-1%	-30%	-3%
COC(=O)c1ccc(CSc2nc(-c3ccco3)cc(C(F)(F)F)n2)o1	-8%	-21%	2%	-11%	40%	-17%	0%[57.5 µM]	17%
CCC(C)(C)c1ccc(Oc2ccc(NC(=O)COC(=O)C3=COCCO3)cc2)cc1	?	-3%	-26%	-11%	?	-17%	-8%[57.5 µM]	2%
Cc1ccccc1NC(=O)NC1(C(=O)N2CCN(C)CC2)CCCCC1	5%	11%	0%	7%	-3%	0%	i	-2%
COc1ccc(S(=O)(=O)N(C)CC(=O)Nc2ccccc2C(F)(F)F)cc1OC	4%	2%	0%	7%	14%	16%	i	-3%
Nc1cc(OC(=O)c2ccc(F)cc2)nn1S(=O)(=O)c1ccc(F)cc1	17%	-4%	-8%	4%	-4%	-1%	i	0%
COc1ccc(-n2c(C)nc3c(cnn3-c3ccc(Cl)cc3)c2=O)cc1	?	-3%	13%	8%	28%	-4%	-5%[57.5 µM]	14%
O=C(Nc1cc(Cl)ccc1-n1cncn1)c1cc(F)cc(F)c1	?	8%	2%	-7%	-2%	-3%	-10%	2%

Compound activity as filed in PubChem BioAssay.
